From PubChem
tim10-1 inh: growth inhibitors of tim10-1 mutant yeast. S. cerevisiae tim10-1 ts strain growth, BacTiter-Glo, 24 h. inhibition, % at 20 µM. 330,000 tested, 2.2% active;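 active = inhibition of at least 40%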;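 also: mutant grown at 25 °C; 0% = DMSO wells with yeast and 100% = wells holding no yeast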
mIAP inh: mouse IAP inhibition; purified mouse IAP, CDP-Star luminescence, 30 min; inhibition, % at 10 µM; 330,000 tested, 0.2% active; AID 2806;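 active = inhibition of at least 40% at 10 µM in the primary screen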;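 also: plate controls were DMSO with enzyme for no effect and no enzyme wells for full effect; values of inactives mirror those of a sister screen read the other way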
hIAP act: increases human intestinal alkaline phosphatase activity; activation factor at 10 µM; P09923; purified human IAP, CDP-Star luminescence, 30 min; active compounds read high; 1 = vehicle-only enzyme, 0 = enzyme-free background; 330,000 tested, 0.16% active;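 active = activation factor of the enzyme at least 2-fold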; also: the source names both 10 and 20 µM as test concentration; values of inactives mirror those of a sister screen read the other way
mIAP act: increases mouse intestinal alkaline phosphatase activity | muIAP, CDP-Star luminescence, 30 min; active compounds read high; 1 = vehicle-only enzyme signal, 0 = enzyme-free wells | activation factor at 10 µM | 330,000 tested, 0.24% active;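 active = activation factor of at least 2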; also: the source names both 10 and 20 µM as test concentration; values of inactives mirror those of a sister screen read the other way
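System: mouse IAP enzyme. Reagent: CDP-Star chemiluminescent phosphatase substrate. Benchmarks: DMSO wells, no-enzyme wells. Times: 30 min enzyme-substrate-compound incubation at room temperature. Detection: luminescence from enzymatic CDP-Star hydrolysis. Doses: test compounds delivered from DMSO solution.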
TIM10 inh: TIM10 yeast growth inhibition; S. cerevisiae TIM10 strain growth, BacTiter-Glo luminescence, 24 h; inhibition, % at 10 µM; 330,000 tested, 1.4% active;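 active = inhibition of 40% or more at the single tested concentration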;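 also: wild-type TIM10 isogenic control strain grown at permissive 25 °C; 0% = DMSO yeast wells and 100% = minimal medium wells without yeast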
NLRP3 yeast inh: NALP3 inhibition in yeast; Yeast reconstituted NLRP3/ASC/caspase-1, beta-gal luminescence, 24 h; inhibition, % at 10 µM; 330,000 tested, 0.39% active;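 active = inhibition of 50% or more; inactive = inhibition below 50%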;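 also: plate controls were induced DMSO wells for no effect and uninduced yeast grown without galactose for full effect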
ATG4B inhibitor: blocks human ATG4B protease cleavage of LC3 substrate | ATG4B cleavage of LC3-PLA2, NBD-HPC fluorescence, 1 h | inhibition, % at 8.33 µM | 340,000 tested, 0.51% active | AID 504462; in the data active = inhibition above about 40%
Apaf1 inhib: human Apaf-1 inhibition | reconstituted apoptosome caspase-3 activity, DEVD-Rh110 fluorescence | inhibition, % at 20 µM | 330,000 tested, 0.71% active | AID 489030; active = inhibition of at least 40% at 20 µM;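 also: plate controls were DMSO wells for no effect and DEVD-CHO caspase inhibitor wells for full effect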
Target sequence (O14727 whole entry, looked up): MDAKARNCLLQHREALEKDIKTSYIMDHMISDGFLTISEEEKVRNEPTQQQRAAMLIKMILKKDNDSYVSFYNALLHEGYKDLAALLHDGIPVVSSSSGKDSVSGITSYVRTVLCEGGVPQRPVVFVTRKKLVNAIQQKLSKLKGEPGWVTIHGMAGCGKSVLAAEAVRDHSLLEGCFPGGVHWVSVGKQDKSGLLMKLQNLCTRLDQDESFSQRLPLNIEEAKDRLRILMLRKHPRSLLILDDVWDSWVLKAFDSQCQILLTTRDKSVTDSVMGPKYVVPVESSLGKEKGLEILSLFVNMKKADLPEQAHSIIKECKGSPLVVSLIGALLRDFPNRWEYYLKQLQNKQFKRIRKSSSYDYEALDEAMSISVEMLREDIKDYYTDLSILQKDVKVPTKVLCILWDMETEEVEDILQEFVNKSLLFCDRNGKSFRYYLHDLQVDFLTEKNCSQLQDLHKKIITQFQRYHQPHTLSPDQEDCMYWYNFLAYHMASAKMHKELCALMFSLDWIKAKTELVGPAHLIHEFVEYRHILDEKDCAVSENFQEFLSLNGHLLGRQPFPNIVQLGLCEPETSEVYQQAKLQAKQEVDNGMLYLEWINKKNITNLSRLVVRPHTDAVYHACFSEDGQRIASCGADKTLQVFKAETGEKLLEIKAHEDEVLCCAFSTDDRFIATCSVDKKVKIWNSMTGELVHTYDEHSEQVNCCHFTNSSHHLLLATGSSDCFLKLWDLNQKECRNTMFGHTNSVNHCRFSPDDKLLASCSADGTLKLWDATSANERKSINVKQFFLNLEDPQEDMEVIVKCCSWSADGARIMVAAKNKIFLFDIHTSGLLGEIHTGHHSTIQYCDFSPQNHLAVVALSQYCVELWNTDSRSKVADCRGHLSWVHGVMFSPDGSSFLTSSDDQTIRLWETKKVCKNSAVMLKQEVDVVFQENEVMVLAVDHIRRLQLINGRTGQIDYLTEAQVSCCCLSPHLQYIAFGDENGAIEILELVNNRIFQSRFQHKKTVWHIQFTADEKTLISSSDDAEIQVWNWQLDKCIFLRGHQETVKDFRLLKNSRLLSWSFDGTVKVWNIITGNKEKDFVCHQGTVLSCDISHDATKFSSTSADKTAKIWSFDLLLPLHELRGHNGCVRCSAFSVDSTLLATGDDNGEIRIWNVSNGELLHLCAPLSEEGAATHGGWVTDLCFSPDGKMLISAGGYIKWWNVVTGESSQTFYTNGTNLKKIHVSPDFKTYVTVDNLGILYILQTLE
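System: reconstituted apoptosome with Apaf-1, cytochrome c, caspase-9, procaspase-3, dATP; Signal: Rh110 fluorescence intensity; Schedule: 30 min compound preincubation, 50 min activation, room temperature; Reagent: cytochrome c trigger plus (Z-DEVD)2-Rh110 caspase-3 substrate.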
hIAP block: human IAP inhibition. AID 2544. P09923. 330,000 tested, 0.12% active. purified IAP, CDP-Star luminescence, 30 min. inhibition, % at 10 µM;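 active = inhibition reaching a set limit with compound at 10 µM in the primary screen, cut at about 35% in these data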;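 also: plate controls were DMSO wells with enzyme for no effect and no-enzyme buffer wells for full effect; values of inactives mirror those of a sister screen read the other way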
* marks the source's active call; other numbers are inactive results; nt = not tested or not shown.

Start of the listing, in advance, 6 compounds:
SMILES	tim10-1 inh	mIAP inh	hIAP act	mIAP act	TIM10 inh	NLRP3 yeast inh	ATG4B inhibitor	Apaf1 inhib	hIAP block
CN(CC(=O)NCc1ccc(F)cc1)Cc1ccc(Br)cc1	11	5	1.1	0.95	22	9	10	13	-13
COc1ccc(CNC(=O)C/C(C)=N/NC(=O)COc2cccc(C)c2)cc1	6	5	1.1	0.95	14	19	-3	2	-9
O=C(NNC(=O)c1cccnc1)Nc1ccccc1	11	1	0.94	0.99	1	15	-1	-4	6
O=C(CSc1ncnc2c1sc1ccccc12)Nc1ccc(Br)cc1	-4	15	0.85	0.85	-2	0	3	11	15
COc1ccc(-c2cn3cccnc3n2)cc1NC(=O)C(C)C	-28	4	0.88	0.95	1	4	nt	-2	12
Cc1ccc(Cl)c(NC(=O)COC(=O)C2CCC2)c1Cl	-15	-4	1.1	1	-10	15	1	5	-9

Results (from the top)
SMILES	tim10-1 inh	mIAP inh	hIAP act	mIAP act	TIM10 inh	NLRP3 yeast inh	ATG4B inhibitor	Apaf1 inhib	hIAP block
CN(CC(=O)NCc1ccc(F)cc1)Cc1ccc(Br)cc1	11	5	1.1	0.95	22	9	10	13	-13
COc1ccc(CNC(=O)C/C(C)=N/NC(=O)COc2cccc(C)c2)cc1	6	5	1.1	0.95	14	19	-3	2	-9
O=C(NNC(=O)c1cccnc1)Nc1ccccc1	11	1	0.94	0.99	1	15	-1	-4	6
O=C(CSc1ncnc2c1sc1ccccc12)Nc1ccc(Br)cc1	-4	15	0.85	0.85	-2	0	3	11	15
COc1ccc(-c2cn3cccnc3n2)cc1NC(=O)C(C)C	-28	4	0.88	0.95	1	4	nt	-2	12
Cc1ccc(Cl)c(NC(=O)COC(=O)C2CCC2)c1Cl	-15	-4	1.1	1	-10	15	1	5	-9
O=C(Nc1ccccc1NC(=O)c1ccccc1Cl)c1ccccc1Cl	23	-1	1.1	1	15	12	0	-9	-6
O=C(NC1CCN(C(=O)Nc2ccccc2)CC1)C1CCCCC1	7	1	1.1	0.99	-5	17	8	4	-5
CCCCN(CCCNC(=O)CN1C(=O)COc2ccccc21)c1ccccc1	-14	-64	1.1	1.6	-7	-6	6	18	-12
O=C1CCC([N+](=O)[O-])C(c2cc3c(cc2Cl)OCO3)N1 (centres undefined)	11	-1	0.8	1	3	23	-11	-9	20
CN1CCC(OC(=O)COc2ccc(Cl)cc2Cl)CC1	7	-14	1	1.1	6	-9	-5	-14	-2
CC(=O)Nc1ccc(Nc2nc(Cl)nc(Nc3ccc(NC(C)=O)cc3)n2)cc1	12	-7	1.1	1.1	1	-3	5	-7	-5
CN(Cc1ccccc1)C(NC(=O)c1ccccc1)C(Cl)(Cl)Cl (centres undefined)	33	3	0.89	0.97	5	8	13	-12	12
O=C(CCNC(=O)N1CC(=O)Nc2ccccc21)NCc1ccc(F)cc1	-10	-13	1	1.1	11	12	8	2	-5
S=c1nc(-c2ccccc2)n(CCN2CCOCC2)c2c1CCCC2	6	0	0.95	1	0	-9	3	-4	5
Cc1cc(C(=O)N/N=C/c2ccc[nH]2)n[nH]1	4	29	0.96	0.71	9	2	6	-8	4
COc1cccc(C2C3=C(CCCC3=O)NC3=C2C(=O)c2ccccc23)c1 (centres undefined)	12	-13	1.1	1.1	-3	-8	nt	3	-6
CCOc1cccc(C(=O)Nc2ccccc2C(=O)N2CCOCC2)c1	-4	-2	1.1	1	0	8	3	-3	-8
CC(C)c1onc(C(=O)NC(C)c2ccccc2)c1[N+](=O)[O-] (centres undefined)	26	-2	1.4	1	7	-1	-10	-3	-43
CCOC(=O)c1ccc(N2C(=O)c3n[nH]c(-c4ccco4)c3C2c2ccc([N+](=O)[O-])cc2)cc1 (centres undefined)	23	9	1.1	0.91	6	16	1	31	-10
CCOC(=O)Cc1[nH]nc2c1C(C1C=CCCC1)C(C#N)=C(N)O2 (centres undefined)	14	5	0.94	0.95	14	5	-4	4	6
O=C1NC(Cc2ccc(O)cc2)c2nc3ccc(Br)cc3c(=O)n2-c2ccc(Cl)cc21 (centres undefined)	7	-10	1	1.1	-1	-3	nt	21	-2
COc1ccc([C@H]2[C@H](C(=O)C(C)(C)C)N3N=Cc4ccccc4C3[C@]23N=C(c2ccccc2)OC3=O)cc1OC (some centres undefined)	32	-9	0.97	1.1	26	14	-11	35	2
COc1ccc(S(=O)(=O)N2CCN(C3CCCC(C)C3)CC2)cc1 (centres undefined)	-8	-5	0.9	1	9	20	1	2	10
O=C(NC1(C(F)(F)F)NC(=O)N(Cc2cccnc2)C1=O)c1cccs1 (centres undefined)	-3	10	0.9	0.9	3	16	-5	-17	10
CCOC(=O)c1c(C)oc2cc(Br)c(OCC(N)=O)cc12	2	1	1	0.99	-4	-8	-12	6	-3
CCc1cc(=O)oc2c(C)c(OCC(=O)NCc3ccccn3)ccc12	10	5	1.1	0.95	0	3	-1	-10	-7
Cc1ccc(NC(=O)Cn2nc(C)c3ccccc3c2=O)c(C)c1	-1	-4	0.96	1	9	-8	-4	13	4
COc1cc(/C=N/NC(=O)c2nonc2C)ccc1O	24	0	1.1	1	5	-50	3	2	-10
CCOC(=O)c1sc(N)c(C(=O)OCC)c1COC(=O)C1CC(=O)N(Cc2ccco2)C1 (centres undefined)	17	8	0.95	0.92	4	10	2	6	5
COc1ccc(CC(=O)Oc2ccc(C)cc2Br)cc1S(=O)(=O)N1CCOCC1	12	-3	1	1	-17	9	-4	17	-1
CCCCn1c(N)c(N(CCOC)C(=O)c2ccc3c(c2)C(=O)N(c2ccccc2C)C3=O)c(=O)[nH]c1=O	0	4	0.92	0.96	4	11	-1	3	8
O=C(CN1CCCCCC1)Nc1ccc(S(=O)(=O)N2CCOCC2)cc1	5	-13	1	1.1	-22	5	6	4	-5
C=CCc1c(O)c(CC)cc2c(C)cc(=O)oc12	-36	-8	1.1	1.1	6	5	-4	3	-15
O=C(CNC(=O)c1nc[nH]c1C(=O)N1CCc2ccccc2C1)OCc1ccccc1	8	2	1.2	0.98	7	10	-7	3	-16
COc1ccc(OC2CCN(S(=O)(=O)c3ccc(OC)cc3)CC2)cc1	43*	2	1.2	0.97	8	26	-8	22	-16
CN(C)Cc1c(C(=O)N/N=C/c2ccco2)nnn1-c1nonc1N	-3	-1	0.9	1	8	12	-5	-7	10
CCCCn1c(N)c(N(CCOC)C(=O)CCS(=O)(=O)c2ccc(Cl)cc2)c(=O)[nH]c1=O	12	-1	1.2	1	11	6	-8	2	-16
Clc1ccc(CSc2nc3ccncc3[nH]2)cc1	25	15	1.2	0.85	8	16	-5	9	-22
CCOC(=O)Cc1csc(NC(=O)C(C)c2ccc([N+](=O)[O-])cc2)n1 (centres undefined)	-8	-2	1.1	1	-40	10	1	6	-8
O=C(N/C(=N\O)c1ccccc1)Nc1ccc(Cl)cc1	30	4	1.1	0.96	23	2	2	-7	-6
O=C(Nc1ccc(Cl)cn1)C1CCN(c2ncnc3c2nc2n3CCCCC2)CC1	50*	1	0.97	0.99	24	20	4	8	3
CC(/C=C/c1ccc(N(C)C)cc1)=N\N=C1\NC(=O)CC(C(=O)Nc2ccccc2)S1 (centres undefined)	23	9	0.93	0.91	15	18	5	21	7
O=C(N/N=C/c1ccc(Cl)cc1Cl)c1cccc(F)c1	5	7	1.1	0.93	9	17	1	9	-8
O=C(N/N=C/c1cccc(O)c1)c1ccc(COc2cccc3cccnc23)cc1	1	3	0.88	0.97	7	11	-10	-16	12
COc1cccc(/C=N/NC(=O)CCc2c(C)n[nH]c2C)c1O	10	2	1.8	0.98	-12	8	-11	-9	-79
Clc1ccc(Oc2cccc(/C=N/n3cnnc3)c2)cc1	33	-3	1	1	-4	21	-7	28	-4
Cc1cc2oc(=O)ccc2cc1[N+](=O)[O-]	-4	4	0.93	0.95	-2	10	-5	-7	7
O=[N+]([O-])c1ccc(Nc2c3ccccc3nc3ccccc23)cc1	63*	16	0.72	0.84	49*	19	58*	13	28
Cc1cc2cc(C)c3nnc(SCC(=O)N4CCN(C(=O)c5ccco5)CC4)n3c2cc1C	10	2	0.9	0.98	9	21	-37	-5	10
COc1ccccc1N1CCN(C(=O)c2cccc(S(=O)(=O)N3CCCCCC3)c2)CC1	19	-12	1.2	1.1	10	24	-1	3	-17
Cc1nnc(NC2=NCCC2)s1	5	1	1.3	0.99	4	-1	-3	-5	-26
CCOC(=O)C1CCCN(C(=O)CNC(=O)c2nn(-c3ccc(OC)c(Cl)c3)c(=O)c3ccccc23)C1 (centres undefined)	10	8	1	0.92	4	17	-3	23	-4
COCCCNC(=O)/C(C#N)=C/c1c(N2CCN(c3ccccc3)CC2)nc2ccccn2c1=O	26	9	0.89	0.91	15	1	-2	10	11
COc1ccc2nc(NC(=O)Nc3cccc4ccccc34)sc2c1	1	-33	0.96	1.3	-3	26	-8	32	4
COCCSc1nc2c(c(=O)[nH]c(=O)n2C)n1Cc1cccc(C)c1	18	11	1	0.89	0	20	-7	11	0
COc1ccccc1C(=O)NC(CCSC)C(=O)NCCCn1nc(C)cc1C (centres undefined)	8	0	0.99	0.99	0	11	1	-2	0
O=C(COC(=O)c1cccnc1Cl)Nc1cc(S(=O)(=O)N2CCOCC2)ccc1Cl	6	5	1.1	0.95	2	10	-13	0	-13
Cn1c(CC(=O)NNC(=O)c2ccccc2[N+](=O)[O-])nc2ccccc21	-2	9	1.4	0.91	-7	14	1	6	-45
CC(OC(=O)c1cc2ccccc2o1)C(=O)Nc1ccc(N2CCOCC2)cc1 (centres undefined)	2	-9	1	1.1	4	12	4	4	-1
The results go on.
SMILES	tim10-1 inh	mIAP inh	hIAP act	mIAP act	TIM10 inh	NLRP3 yeast inh	ATG4B inhibitor	Apaf1 inhib	hIAP block
Cc1ccc(CN2CCC(CNC(=O)c3ccc(NC(=O)C4=CSCCO4)cc3)CC2)cc1	3	0	1.1	1	-14	7	-6	-3	-9
O=C(Cc1cccs1)NC(Cc1c[nH]c2ccccc12)C(=O)O (centres undefined)	-16	-8	0.87	1.1	-2	22	-6	-4	13
COc1ccc(S(=O)(=O)N2CCOCC2)cc1NC(=O)CC(C)c1ccccc1 (centres undefined)	1	-2	1.2	1	-3	-1	-10	-1	-19
COCCN(CCNC(=O)c1ccc(NC2=NC3CS(=O)(=O)CC3S2)cc1)Cc1ccco1 (centres undefined)	7	6	0.95	0.94	4	-3	-5	-7	5
O=C(N/N=C/c1ccco1)c1cc(C2CC2)[nH]n1	2	16	1.2	0.84	5	-1	-2	-14	-17
O=C(Nc1ccnn1C1CCN(C(=O)Cc2cccc(Cl)c2)CC1)C1CC1	-10	-3	0.9	1	-2	12	1	4	10
CCOc1ccc(NC(=O)CSc2nnc(-c3ccco3)n2C)cc1	24	-16	1.1	1.2	6	-4	2	-8	-10
CSc1cccc(N2C(=O)C3CCCN3C2=S)c1 (centres undefined)	-9	-3	0.99	1	5	-3	-3	2	1
COc1cc2c(c(OC)c1)C(c1cccc(OC)c1OC)CC(=O)N2 (centres undefined)	17	-1	0.86	1	9	27	-1	3	14
COc1ccc(CCc2nnc(CCC(=O)NCc3cnn(-c4ccccc4C)c3)o2)cc1	-4	-4	1	1	1	-7	-2	7	-2
CCOC(=O)C(=O)C1=CN(Cc2ccccc2)C=C(C#N)C1	8	8	0.81	0.92	0	28	-4	33	19
COc1ccccc1/C=N/NS(=O)(=O)c1ccccc1	20	0	0.94	1	-4	-7	-8	7	6
C=CCN1C(=O)CSc2ccc(C(=O)NC3CCCCC3)cc21	31	8	0.82	0.92	7	6	-6	4	18
